PKM2 activator: PKM2 (human) enzyme activation | Potency, µM (doses to about 57.5 µM), without a hit: at the top dose activation, usual class: activators | AID 1631 | P14618 | actives 0.34% (n = 260,000) | purified PKM2, Kinase-Glo ATP luminescence, activation; response scale: 0% is enzyme alone, no compound; note: potency is the fitted concentration of half-maximal effect; nearly all actives have a fitted effect of over 55% in size
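Purified hPK-M2 (>95%) run at intermediate activity with 0.1 mM ADP and 0.5 mM PEP in 50 mM imidazole pH 7.2, KCl, MgCl2; 1 h room temperature. ATP formed read by Kinase-Glo luminescence; normalized to uninhibited and no-enzyme controls.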
Giardia kill: kills Giardia lamblia. Giardia lamblia trophozoite viability. activity change, % at 7.66 µM, hits read low. actives 0.15% (n = 340,000); in the data active = activity change below about -80%; inconclusive = between about -30% and that limit;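 note: parasites exposed to compound for two days anaerobically before the ATP read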
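Each well holds 100 Giardia trophozoites and compound. After two days (48 hrs) at 37 deg C in anaerobic conditions, ATP is quantified by luminescence.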
USP2a block: USP2a (human) protease inhibition; USP2 core, Ub-CHOP2 coupled fluorogenic reporter, 485/531; Potency, µM (titrated, usually from 38.3 µM), for inactives: at the top dose activity change, negative = inhibition, hits mostly inhibitors; actives 0.01% (n = 330,000);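 note: potency is the fitted concentration of half-maximal effect; plate controls were DMSO wells for no effect and full inhibition by NEM control for full effect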
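Cell-free coupled assay: 10nM USP2 core preincubated 30min RT with compound in Tris-HCl pH 8.0/CaCl2/CHAPS buffer, then 25nM Ub-CHOP2 and 25nM reporter substrate; fluorescence (Ex 485/Em 531) read after 60min RT, normalized to NEM inhibition, concentration-response curves fitted.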
B2AR arrestin: beta2AR (human) beta-arrestin recruitment activity; P07550; beta-arrestin recruitment to beta2AR, cell-based reporter; Potency, µM (highest dose often 46.1 µM), inactives show top-dose activation, actives largely listed as activators; actives 0.02% (n = 330,000); AID 492947;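 note: potency is the fitted concentration of half-maximal effect; 0% = DMSO controls and full agonism = EC100 isoproterenol or metaproterenol; nearly all actives have a fitted effect of over 65% in size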
Target sequence (P07550 whole entry, looked up): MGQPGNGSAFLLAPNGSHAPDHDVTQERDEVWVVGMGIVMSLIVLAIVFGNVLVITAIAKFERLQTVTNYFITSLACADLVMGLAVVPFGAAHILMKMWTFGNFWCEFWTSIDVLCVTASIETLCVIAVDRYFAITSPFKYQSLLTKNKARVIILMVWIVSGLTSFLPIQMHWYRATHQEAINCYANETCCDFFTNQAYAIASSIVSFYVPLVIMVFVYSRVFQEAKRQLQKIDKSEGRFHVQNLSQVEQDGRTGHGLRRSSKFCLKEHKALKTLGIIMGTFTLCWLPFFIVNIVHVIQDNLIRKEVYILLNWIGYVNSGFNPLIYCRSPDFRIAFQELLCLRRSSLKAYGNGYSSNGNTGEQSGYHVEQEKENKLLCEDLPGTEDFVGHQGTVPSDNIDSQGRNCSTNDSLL
KCNH2 3.1 inh: inhibitors of human KCNH2 3.1 potassium channel isoform. activity change, % (tested at about 1.8 µM). U2OS KCNH2 3.1, thallium flux FluxOr; hits give low values. actives 0.95% (n = 340,000). AID 720553;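 active = maximum activity change below -70%; inconclusive = maximum activity change from -70% to -50%; inactive = maximum activity change above -50%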;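 note: thallium influx rate constant from kinetic fluorescence after stimulation buffer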
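Kinetic fluorescence (2 min after stimulation buffer) measures Tl+ influx through KCNH2 3.1 expressed by viral transduction in U2OS cells; the rate constant is normalized against DMSO controls serving as positive and negative references.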
uPA surface inh: blocks generation of uPA at the cell surface; cell surface uPA generation assay, qHTS; Potency, µM (series often up to 38.3 µM), without a hit: at the highest dose activity change, negative = inhibition, hits mostly inhibitors; actives 0.31% (n = 330,000); active = well fitted inhibition curve with a large enough effect; inconclusive = small, poorly fitted or top-dose-only effect; inactive = no such curve, though single readings can be large or run the other way; tested in mouse RAW 264.7 cells; note: potency is the fitted concentration of half-maximal effect; nearly all actives have a fitted effect of over 55% in size
Eya2 phos inh: blocks the phosphatase activity of human Eya2; O00167; actives 0.006% (n = 330,000); recombinant Eya2, OMFP fluorescence dephosphorylation (OMFP is methylfluorescein phosphate); Potency, µM (highest dose often 76.9 µM), for inactives: top-dose activity, negative = inhibition, usual class: inhibitors; note: potency is the fitted concentration of half-maximal effect
Target sequence (O00167 whole entry, looked up): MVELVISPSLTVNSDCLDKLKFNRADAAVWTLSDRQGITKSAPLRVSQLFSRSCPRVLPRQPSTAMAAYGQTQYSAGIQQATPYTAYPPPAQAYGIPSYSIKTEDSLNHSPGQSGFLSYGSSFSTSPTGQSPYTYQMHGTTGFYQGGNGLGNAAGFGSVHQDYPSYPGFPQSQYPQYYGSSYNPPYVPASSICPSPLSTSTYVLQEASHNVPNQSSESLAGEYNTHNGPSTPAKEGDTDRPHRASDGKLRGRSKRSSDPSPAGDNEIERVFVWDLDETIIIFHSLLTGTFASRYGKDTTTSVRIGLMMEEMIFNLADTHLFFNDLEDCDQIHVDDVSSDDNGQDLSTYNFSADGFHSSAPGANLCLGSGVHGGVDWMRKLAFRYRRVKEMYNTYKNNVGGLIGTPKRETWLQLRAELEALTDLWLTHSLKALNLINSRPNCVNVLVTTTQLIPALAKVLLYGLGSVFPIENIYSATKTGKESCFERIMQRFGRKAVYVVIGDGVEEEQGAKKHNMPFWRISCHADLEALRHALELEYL
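Eya2 (0.2 uM) preincubated 10 min at ambient with compound, then OMFP substrate added at 50 uM; 10 min reaction in 50 mM HEPES pH 7.5, 50 mM NaCl, 5 uM MgCl2, 0.05% BSA, 1 mM DTT. Fluorescence read at Ex 485/Em 525 nm.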
Coupling enz: counter-screen for Giardia aldolase inhibitors: coupling enzyme system | activity change, negative = inhibition, % at 58.2 µM, hits read low | AID 2472 | actives 0.67% (n = 290,000) | coupling enzyme system counterscreen, AmpLite Red fluorescence; in the data active = activity change below about -30%
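Counterscreen of the coupled detection system alone, without aldolase: glyceraldehyde-3-phosphate coupling enzymes plus AmpLite Red readout. Compounds at 57.5 uM final, 10 min RT preincubation, 20 min RT reaction, fluorescence 525/598 nm.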
BCR signal inh: inhibitors of chronic active B-cell receptor signaling. actives 0.05% (n = 340,000). Potency, µM (highest dose often 46.1 µM), inactives show at the top dose ratio change, negative = lower green/red ratio, most hits filed as inhibitors. ABC-DLBCL IkBa-CBG/CBR reporter, luminescence ratio, 4 h; active = well fitted inhibition curve with a large enough effect in the signal ratio, with a control signal flat, not every such curve was filed as active; inconclusive = small, poorly fitted or top-dose-only effect, or effect the other way, or a change in a side signal; the % refers to the signal ratio;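 note: potency is the fitted concentration of half-maximal effect; plate controls were basal doxycycline-induced cells for no effect and cells given 10 µM MG132 for full effect; MG132 reads +100%, hits lower the ratio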
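TMD8 ABC-DLBCL cells carrying doxycycline-inducible green luciferase fused to IkappaBalpha plus unfused red luciferase were exposed to compounds (up to 46 uM) for 4 hrs at 37C. Activity came from the overlap-corrected green/red luminescence ratio.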
GALK inhibitor: galactokinase (human) inhibition | P51570 | Purified GALK, Kinase-Glo residual ATP luminescence | Potency, µM (doses to about 57.5 µM), inactives show at the top dose activity change, negative = inhibition, usual class: inhibitors | actives 0.007% (n = 270,000); note: potency is the fitted concentration of half-maximal effect
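The enzyme phosphorylates galactose (100 uM) using ATP (35 uM); inhibition is detected as higher residual ATP, quantified by bioluminescence after 1 h reaction at room temperature, pH 8.0.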
hERG WT inh: KCNH2 (human, wildtype) channel inhibition; U2OS, BacMam KCNH2, thallium flux FluxOr; hits give low values; actives 0.37% (n = 340,000); activity change, % at 1.84 µM;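 active = maximum activity change below -70%; inconclusive = maximum activity change between -70% and -50%; inactive = maximum activity change above -50%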
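U2OS cells transduced with wild-type KCNH2 virus are loaded with FluxOr dye for 45 min, and thallium flux is measured in kinetic reads before and after stimulation buffer. Rate constants are normalized to DMSO controls.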
* = called active by the depositor; ? = inconclusive; . = no result given; [ ] = dose if it differs, or a comment. Unless noted, calls come from the whole dose curve; as a rule, active = well fitted curve in the direction sought with a large enough effect; inconclusive = small, poorly fitted or top-dose-only effect, or another doubt; inactive = no such curve, though single readings can be large; an effect the other way counts as inactive or inconclusive. Unless noted, % is set by controls: 0 for no effect and ±100 for the full control effect. An unsorted share of the library. Share with any hit: about 2.4%.

SMILES	PKM2 activator	Giardia kill	USP2a block	B2AR arrestin	KCNH2 3.1 inh	uPA surface inh	Eya2 phos inh	Coupling enz	BCR signal inh	GALK inhibitor	hERG WT inh
O=C1Nc2cc(C(=O)NCCCN3CCCC3)ccc2S/C1=C\c1ccccc1	.	-8	1%	0.2%	2	-5%	-2%	-1	8%	9%	5
CN(C)CCNc1nc2c(c(=O)[nH]c(=O)n2C)n1CCOc1ccccc1	.	0	3%	0.2%	3	16%	-9%	4	-4%	4%	7
CCS(=O)(=O)Nc1ccc2c(c1)OCO2	-1%	-4	0%	-1.7%	0	5%	-4%	-4	7%	0%	-8
N/C(=N\OC(=O)c1ccccc1)c1ccccn1	-76%	-5	-1%	0.1%	.	-11%	9%	-3	?	28%	16
Cc1ccc(OCc2cc(C(=O)N3CCN(CC(=O)NC(C)C)CC3)no2)cn1	.	-1	3%	0.2%	8	-1%	4%	0	?	-1%	-28
O=C(OCc1nc2ccccc2[n+]([O-])c1C(=O)c1ccccc1)c1cccnc1	-4%	?	1%	11%	4	0%	?	1	-7%	6%	-2
N#Cc1ccc(Oc2cccc(C(=O)O)c2)cc1C#N	1%	0	-2%	-1.0%	-2	6%	-7%	6	6%	1%	5
Cc1ccc(NCc2ccc(Cl)nc2)c(NCc2ccc(Cl)nc2)c1	19%	17	2%	0.9%	1	-1%	-25%	-2	-2%	0%	-5
O=C(NCc1nnc(SCC(=O)N2CCc3ccccc32)o1)c1cccs1	5%	4	-3%	0.1%	-19	3%	-2%	-2	-1%	0%	-3
Cc1ccc(OCCC(=O)OC(C)C(=O)Nc2c(C)n(C)n(-c3ccccc3)c2=O)cc1 (stereo unspecified)	.	-19	0%	-0.9%	3	6%	0%	.	-7%	.	-2
Cc1onc(C(=O)Nc2sc3c(c2C#N)CCCC3)c1[N+](=O)[O-]	-2%	-4	2%	-0.4%	-7	-9%	-6%	3	0%	-10%	-41
COc1ccc(-n2ccc(=O)c(C(=O)O)n2)cc1	.	9	2%	0.1%	2	0%	12%	1	-2%	1%	-11
CCCCCOc1ccc(C(=O)CCC(=O)NC(C)c2ccc(S(N)(=O)=O)cc2)cc1 (stereo unspecified)	.	-3	-1%	0.1%	-4	2%	-9%	.	-15%	.	3
Cc1cc(=O)[nH]c2c(C)cc(S(=O)(=O)N3CCCCC3)cc12	.	10	1%	-0.5%	9	0%	2%	.	-12%	-7%	0
COc1ccc(F)cc1CN1CCN(C(=O)CCC(=O)Nc2nnc(C(C)C)s2)CC1	-4%	-21	0%	0.1%	0	-5%	-8%	5	-9%	1%	-11
Cc1cccc(C(=O)N/N=C/c2cc(Br)c(Br)o2)c1	0%	-29	4%	0.3%	-5	-11%	-29%	1	?	.	-8
CSc1ccc(-c2nc(CSCC(=O)NC3CC3)c(C)o2)cc1	-2%[0.46 µM]	-8	0%	0.0%	-18	-21%	-7%	-2	22%	2%	-3
Cc1ccc(CNc2ncccc2-c2nc3cc(Cl)ccc3o2)cc1	-2%	-6	1%	0.0%	-10	0%	4%	-10	?	0%	-10
CC1(C)CC(=O)C2=C(C1)N(Cc1cccnc1)C(=O)C2(NC(=O)C1CC1)C(F)(F)F (stereo unspecified)	-1%	-1	3%	0.4%	-2	.	13%	1	6%	0%	0
CCCCn1c(NC(C)CC)nc2c1c(=O)[nH]c(=O)n2C (stereo unspecified)	-1%	-6	3%	-0.6%	1	-6%	-3%	3	-4%	2%	-28
CCN(CC(=O)Nc1cc(C)on1)CC(=O)Nc1ccccc1C(F)(F)F	.	32[activator]	-5%	-0.2%	-1	5%	-15%	.	?	.	-8
Cc1cc(C)cc(NC(=O)N2CCCC2C(=O)Nc2ccc(-n3cnnn3)cc2)c1 (stereo unspecified)	-5%	2	0%	0.9%	-13	6%	6%	3	?	-3%	4
COc1ccc2c(CN3CCN(S(=O)(=O)c4cccs4)CC3)cc(=O)oc2c1	11%	2	3%	-0.5%	-12	-2%	-1%	-1	?	0%	-3
Cc1c(C(=O)NCc2cccnc2)oc2ccc(S(=O)(=O)N3CCC4(CC3)OCCO4)cc12	12%	0	-1%	0.1%	0	11%	-2%	0	?	-5%	-6
CCC(Cc1ccccc1)NC(=O)C1CCCCC1 (stereo unspecified)	-5%	17	-1%	-0.8%	-9	15%	?	2	-1%	-7%	6
The results go on:
SMILES	PKM2 activator	Giardia kill	USP2a block	B2AR arrestin	KCNH2 3.1 inh	uPA surface inh	Eya2 phos inh	Coupling enz	BCR signal inh	GALK inhibitor	hERG WT inh
COC(=O)c1c(C)nc2nonc2c1N	-2%	-10	-1%	-2.1%	15	19%	-2%	-2	3%	0%	10
COc1ccc(NC(=O)CN(C)C(=O)CCCN2C(=O)c3cccc4cccc(c34)C2=O)cc1	.	19	-4%	-0.8%	-8	-6%	7%	.	?	.	-8
COc1ccc(C(=O)N2CCN=C2SCc2cccnc2)c(OC)c1	-10%	21	4%	-0.1%	0	-2%	-4%	-1	?	1%	-2
CCOC(=O)N1CCN(C(=O)c2cnc3n(c2=O)CCS3)CC1	0%	7	1%	-0.7%	-14	-2%	6%	5	-4%	1%	-32
CCOc1ccc(C(=O)Nc2ccc3c(c2)OCCO3)cc1OC	-5%	-11	7%	-0.6%	4	.	3%	-4	-4%	0%	7
Cc1ccc2c(CN3CCN(Cc4ccccc4)CC3)cc(=O)oc2c1	.	-1	-2%	-0.3%	-108*	8%	-6%	1	-6%	3%	-86*
CC(C)(C)OC(=O)N1CCOCCOCCN(C(=O)OC(C)(C)C)CCOCCOCC1	1%	-2	1%	-0.1%	0	5%	-7%	2	3%	-2%	-1
C/C=C/c1ccc(OCC(=O)OCc2csc(CC(=O)Nc3ccccc3C)n2)c(OC)c1	-9%	8	-2%	-1.1%	-3	1%	6%	3	-2%	4%	-2
Nc1nc(N2CCOCC2)nc2ccccc12	1%	6	1%	0.2%	-8	4%	15%	0	?	-1%	7
COc1ccccc1NC(=O)Cn1cc(C#N)c2ccccc21	7%	7	1%	0.0%	5	.	3%	-8	?	-4%	-254*
C#CCOCCOCCOCCNc1nc(N2CCN(C(=O)[C@H]([C@@H](C)CC)n3cc(CCCCN)nn3)CC2)nc(N2CCN(C(=O)[C@H](CCCCN)n3cc(CC(C)O)nn3)CC2)n1 (stereo partly specified)	.	2	0%	0.1%	7	-7%	19%	.	6%	.	10
COc1ccc(Cc2nn[nH]n2)cc1	5%	-5	0%	-0.1%	3	0%	2%	5	5%	0%	1
Cc1[nH]c2ccc(C(=O)O)cc2c1C	-13%	2	-6%	0.1%	0	4%	11%	-3	?	1%	-2
O=C(CSc1nc2ccccc2c(=O)n1-c1ccccc1)c1c[nH]c2ccccc12	2%	-11	0%	-2.6%	-13	-2%	3%	0	?	0%	9
CCNC(=O)c1ccc(C2SCC(=O)N2Cc2ccco2)cc1 (stereo unspecified)	11%	-3	-1%	0.1%	-9	1%	7%	.	-2%	-1%	-7
O=C(CN1C(=O)C(c2ccccc2)Oc2cccnc21)NCc1ccccc1F (stereo unspecified)	.	-7	0%	-0.2%	-14	0%	2%	-1	-2%	8%	-28
Cc1cccc(N2CCN(S(=O)(=O)c3ccc4c(c3)NC(=O)CO4)CC2)c1C	.	-22	1%	0.1%	16	-1%	-8%	.	-1%	-3%	7
CC1(C)CC(NCCC(c2ccccc2)c2ccco2)CCO1 (stereo unspecified)	2%	-7	0%	-0.3%	?	-4%	1%	-2	-5%	-5%	10
Cc1c(NC(=O)c2ccc(CC(C)C)o2)c(=O)n(-c2ccccc2)n1C	.	-4	4%	0.2%	20	6%	-4%	0	9%	2%	-6
CS(=O)(=O)CCSc1ncccc1C(=O)NCc1cccs1	-4%	4	1%	-1.2%	19	5%	?	0	?	.	6
O=C(O)c1ccc(SCc2cnc(Cl)s2)cc1	-1%	-12	2%	0.6%	7	1%	8%	13	2%	-2%	-2
Cc1cccn2c(=O)nc(SCC(=O)N3CCC(Cc4ccccc4)CC3)nc12	.	-4	1%	0.3%	-28	2%	24%	.	5%	.	6
Cc1ccccc1N1Cc2ccccc2C1	-5%	7	1%	-0.5%	-1	-1%	4%	2	-1%	2%	-4
O=C1CSC(c2ccccc2)N1c1ccc([N+](=O)[O-])cc1 (stereo unspecified)	1%	3	1%	-0.2%	8	-1%	-1%	2	8%	4%	5
CC(C)N(C(=S)Nc1ccc(S(=O)(=O)N2CCOCC2)cc1)c1ccccc1	.	-22	0%	0.4%	-2	-1%	4%	.	-2%	.	5
CCOC(=O)c1csc(NC(=O)CSc2nnnn2-c2ccc3c(c2)OCCO3)n1	2%	-4	1%	2.8%	-16	-10%	2%	6	15%	0%	-118*

From PubChem
